TAAR1 antag – antagonists of human TAAR1. AID 624466. Q96RJ0. CHO RD-HGA16 TAAR1, Fluo-8 calcium fluorescence, antagonist. inhibition, % at 3 µM. 360,000 compounds, 1.5% hits;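 active = inhibition above a per-plate cutoff, the mean inhibition of test compounds on that plate plus 3 SD, cut at about 49% in these data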;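 note: 0% = DMSO plus EC80 beta-PEA response and 100% = DMSO alone without agonist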
Target sequence (Q96RJ0 whole entry, looked up): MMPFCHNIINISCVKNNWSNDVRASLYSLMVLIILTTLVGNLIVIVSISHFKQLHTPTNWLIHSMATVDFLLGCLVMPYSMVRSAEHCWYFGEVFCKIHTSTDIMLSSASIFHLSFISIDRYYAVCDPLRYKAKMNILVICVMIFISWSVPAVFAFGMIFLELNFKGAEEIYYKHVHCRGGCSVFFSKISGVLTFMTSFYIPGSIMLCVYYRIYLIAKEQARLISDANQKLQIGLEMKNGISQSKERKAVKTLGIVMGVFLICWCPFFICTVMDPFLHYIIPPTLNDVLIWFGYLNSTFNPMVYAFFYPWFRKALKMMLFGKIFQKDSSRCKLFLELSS
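Test system: CHO RD-HGA16 cells bearing hTAAR1 | Reagent: β-PEA, EC80 | Compound dosing: 3 µM, single point | Schedule: Dye loading 75 min at 37 °C, then 30 min room temperature | Signal: Calcium fluorescence with Fluo-8 | Evaluation: Percent inhibition of PEA-evoked calcium signal, max/basal emission ratio | Control set: DMSO-only wells and EC80 β-PEA-stimulated wells | Repeats: Singlicate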
TAAR1 agonist – agonists of human TAAR1. CHO RD-HGA16 TAAR1, Fluo-8 calcium fluorescence; vehicle wells 0%, saturating PEA agonist 100%. activation, % at 3 µM. 360,000 compounds, 0.99% hits. AID 624467;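 active = activation above the mean activation of all test compounds in the run plus 3 SD, cut at about 38% in these data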
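System: CHO-derived RD-HGA16 cells with stable Gα16 and human TAAR1 / Times: 17-24 h plating, Fluo-8 75 min 37 °C, 30 min RT / Technique: calcium-sensitive Fluo-8 signal, excitation 470-495, emission 515-575 nm / Measure: % activation relative to PEA EC100 response / Benchmarks: DMSO and PEA EC100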
CHRM1 PAM – human CHRM1 positive allosteric modulation | CHO-K1 hM1, Fluo-8 calcium fluorescence, ACh EC20; 0% = ACh EC20, 100% = maximal ACh | activation, % at 3 µM | 360,000 compounds, 0.088% hits | AID 588819; in the data active = activation above about 19%, passing the limit was not always enough
V1aR counter – counter-screen for oxytocin receptor agonists: human V1a receptor agonists; CHO-V1R cells, Fluo-8 calcium fluorescence, agonist mode; 0% DMSO, 100% 3 nM vasopressin; activation, % at 3 µM; 320,000 compounds, 0.25% hits;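 active = activation above the mean activation of all tested compounds plus 3 SD, per screening run, cut at about 20% in these data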;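 note: signal is peak over basal fluorescence ratio across a 100 second FLIPR read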
Target sequence (P37288 whole entry, looked up): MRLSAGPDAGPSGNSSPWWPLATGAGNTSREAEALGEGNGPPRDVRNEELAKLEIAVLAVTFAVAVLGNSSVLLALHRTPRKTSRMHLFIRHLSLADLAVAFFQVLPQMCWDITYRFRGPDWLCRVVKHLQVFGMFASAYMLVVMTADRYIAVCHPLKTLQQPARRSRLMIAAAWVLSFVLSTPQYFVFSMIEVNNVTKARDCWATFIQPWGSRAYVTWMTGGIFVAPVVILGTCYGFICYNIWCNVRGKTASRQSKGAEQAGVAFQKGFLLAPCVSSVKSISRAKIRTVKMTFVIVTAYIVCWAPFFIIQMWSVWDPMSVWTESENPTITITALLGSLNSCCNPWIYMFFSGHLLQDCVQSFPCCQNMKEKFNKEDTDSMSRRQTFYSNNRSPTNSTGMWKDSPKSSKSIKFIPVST
M1 antag – blocks human M1 muscarinic receptor; inhibition, % at 3 µM; CHO-K1 hM1, Fluo-8 calcium fluorescence, ACh EC80 antagonist; 360,000 compounds, 1.3% hits; P11229; AID 588852;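 active = percent inhibition above its own plate's cutoff, namely the mean of that plate's compound wells plus 3 SD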;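 note: peak over basal fluorescence ratio during 140 s after agonist addition; 0% = ACh EC80 plus DMSO and 100% = DMSO alone without agonist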
CHO parental Ca – counter-screen for OX1R antagonists: effect in parental CHO cells; inhibition, % at 5.6 µM; parental CHO-K1, ATP-induced calcium, Fluo-8 fluorescence; 330,000 compounds, 0.63% hits;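 active = inhibition above that plate's mean sample inhibition plus 3 SD, cut at about 26% in these data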;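 note: 0% = ATP-challenged DMSO wells and 100% = DMSO wells without ATP; some compounds past the cut are filed as inactive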
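material = parental CHO cells | also added = ATP as calcium-mobilizing challenge | dosing = single point at 5.6 µM | detection = intracellular calcium via Fluo-8 no-wash fluorescent dye | read-out = % inhibition | benchmarks = low control ATP plus DMSO, high control DMSO only | repeats = one well per compound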
OXTR potentiator – human OXTR potentiation | P30559 | CHO-OTR cells, Fluo-8 calcium fluorescence, potentiator mode; 0% = oxytocin EC15, 100% = EC100 | activation, % at 3 µM | 320,000 compounds, 0.061% hits | AID 2445;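 active = activation above that plate's cutoff, the mean activation of tested compounds plus 3 SD, cut at about 6.6% in these data, passing the limit was not always enough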;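 note: 100% uses oxytocin at 75 nM as the full agonist control; some results filed as inactive read as strong as hits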
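Assay system: CHO cell line stably expressing human OTR | Also added: Oxytocin at about EC15, sub-maximal agonist stimulus | Times: Compound 6 min at room temperature before oxytocin, 100 s read | Measured by: Fluo-8 intracellular calcium fluorescence, ex 470-495, em 515-575 nm | Controls: EC15 oxytocin alone as 0%, 75 nM oxytocin as 100%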
OXTR ag – activates the human oxytocin receptor; CHO-OTR cells, Fluo-8 calcium fluorescence; normalized: DMSO 0%, oxytocin 100%; 320,000 compounds, 0.32% hits; activation, % at 3 µM; AID 2435;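 active = activation above the mean of all tested compounds plus 3 SD, cutoff set per screening run, cut at about 20% in these data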;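 note: peak over basal fluorescence ratio from a 100 s FLIPR kinetic read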
CHRM1 agonist – human M1 muscarinic receptor agonism; P11229; CHO-K1 hM1, Fluo-8 calcium fluorescence, agonist mode; 0% DMSO, 100% acetylcholine EC100; activation, % at 3 µM; 360,000 compounds, 0.33% hits; AID 588814;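 active = activation above the run's mean compound activation plus 3 SD, cut at about 16% in these data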;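 note: peak over basal fluorescence ratio within a 140 s kinetic read after compound addition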
The depositor's hits bear a star; x = no result given.

SMILES	TAAR1 antag	TAAR1 agonist	CHRM1 PAM	V1aR counter	M1 antag	CHO parental Ca	OXTR potentiator	OXTR ag	CHRM1 agonist
CN(C)CCCNS(=O)(=O)c1cc(Cl)ccc1Cl	21.2	6.9	5.0	0.8	-12.9	-14.3	1.2	2.4	-11.0
CCOC(=O)c1ccccc1NC(=O)c1ccccc1N(C)S(C)(=O)=O	2.2	10.6	0.0	-1.5	2.7	-16.7	-7.6	-1.6	-5.3
Cc1c(NC(=O)Nc2cccs2)cccc1[N+](=O)[O-]	40.7	15.8	-7.4	8.8	10.6	10.1	-28.8	10.1	2.1
O=C(CC(=O)c1c(F)cccc1Cl)c1ccccc1O	25.9	21.8	1.8	0.1	-8.6	-12.4	-20.6	1.6	-0.3
O=C(O)COc1ccccc1Cc1ccccc1	-2.8	3.6	14.9	0.4	-16.1	-6.1	3.8	0.6	-0.3
Cc1ccc(S(=O)(=O)N2CCC[C@H]2C(=O)OCCN2C(=O)c3ccccc3C2=O)cc1	-4.3	1.4	2.8	x	-4.9	x	x	x	-2.0
Cc1ccc(S(=O)(=O)N2CCCC2C(=O)Oc2ccccc2)cc1 (configuration not stated)	-5.0	9.7	2.0	-0.7	18.1	2.6	-2.5	-1.3	-0.9
O=C(Cn1c(NCCO)nc2ccccc21)c1ccc(Cl)cc1	0.0	13.9	0.2	-0.3	2.8	-21.0	-13.7	1.2	-1.7
COc1ccccc1C(=O)Nc1cccc(C(=O)c2ccccc2)c1	18.6	-1.2	-6.5	-0.2	4.7	13.7	-4.5	-2.0	-4.4
CC(C)Nc1oc(-c2cccc3ccccc23)nc1C#N	9.4	2.5	-4.2	-1.1	2.3	-7.9	-5.0	-1.8	-7.4
Cc1c(NC(=O)CCc2ccc(S(=O)(=O)N3CCOCC3)cc2)c(=O)n(-c2ccccc2)n1C	-13.8	2.5	3.1	x	-5.9	x	x	x	-2.4
COc1ccccc1NC(=O)CN(C)S(=O)(=O)c1ccc2c(c1)CCC(=O)N2	-2.5	0.9	4.1	0.3	-1.9	2.4	-5.7	-0.2	-4.3
CCOc1ccccc1N1CCN(C(=O)COc2ccc3c(C)cc(=O)oc3c2)CC1	10.6	2.3	-1.4	-0.6	12.3	-29.6	-3.1	-2.6	-7.0
CC(=O)N1CCN(c2ccccc2NC(=O)c2ccc(C#N)cc2F)CC1	-14.4	4.8	-0.5	-0.6	11.7	-3.6	-6.6	0.1	-3.4
COc1ccc2nc(SCC(=O)NC3CCCCC3)[nH]c2c1	-1.0	8.7	7.3	0.5	4.9	-12.7	-9.7	-0.2	-0.4
COc1ccc(S(=O)(=O)N2CCN(C(=O)CN3C(=O)NC(C)(c4ccc5ccccc5c4)C3=O)CC2)cc1 (configuration not stated)	0.0	3.2	-3.9	1.5	13.0	3.2	-3.2	1.5	-2.4
O=C1CCCN1c1ccc(S(=O)(=O)NCCOc2ccccc2)cc1	7.6	3.2	-3.2	8.1	7.4	-8.6	-20.1	11.6	2.8
O=C(CCNS(=O)(=O)c1ccc(Cl)cc1)N1CCCC1	-21.6	2.8	16.8	-0.5	0.1	-4.2	-4.9	-1.1	2.5
COc1cccc(COC(=O)C(Cc2ccccc2)NC(=O)c2ccco2)c1 (configuration not stated)	26.9	3.3	2.2	x	2.6	x	x	x	-1.1
O=C(Nc1ccc2c(c1)OCCO2)c1cc(-c2ccccn2)nc2ccc(Br)cc12	10.6	5.3	10.0	0.0	-1.9	-5.8	-1.9	0.6	-3.8

Full records from above. Values in the order: TAAR1 antag, TAAR1 agonist, CHRM1 PAM, V1aR counter, M1 antag, CHO parental Ca, OXTR potentiator, OXTR ag, CHRM1 agonist
`COc1ccccc1NC(=O)CN(C)S(=O)(=O)c1ccc2c(c1)CCC(=O)N2` as listed: -2.5, 0.9, 4.1, 0.3, -1.9, 2.4, -5.7, -0.2, -4.3
`COc1ccc(S(=O)(=O)N2CCN(C(=O)CN3C(=O)NC(C)(c4ccc5ccccc5c4)C3=O)CC2)cc1` (configuration not stated) as listed: 0.0, 3.2, -3.9, 1.5, 13.0, 3.2, -3.2, 1.5, -2.4
`CC(C)Nc1oc(-c2cccc3ccccc23)nc1C#N` as listed: 9.4, 2.5, -4.2, -1.1, 2.3, -7.9, -5.0, -1.8, -7.4
`CC(=O)N1CCN(c2ccccc2NC(=O)c2ccc(C#N)cc2F)CC1` as listed: -14.4, 4.8, -0.5, -0.6, 11.7, -3.6, -6.6, 0.1, -3.4
`COc1ccccc1C(=O)Nc1cccc(C(=O)c2ccccc2)c1` as listed: 18.6, -1.2, -6.5, -0.2, 4.7, 13.7, -4.5, -2.0, -4.4

Returning to the listing, starting four compounds before the break.
SMILES	TAAR1 antag	TAAR1 agonist	CHRM1 PAM	V1aR counter	M1 antag	CHO parental Ca	OXTR potentiator	OXTR ag	CHRM1 agonist
O=C1CCCN1c1ccc(S(=O)(=O)NCCOc2ccccc2)cc1	7.6	3.2	-3.2	8.1	7.4	-8.6	-20.1	11.6	2.8
O=C(CCNS(=O)(=O)c1ccc(Cl)cc1)N1CCCC1	-21.6	2.8	16.8	-0.5	0.1	-4.2	-4.9	-1.1	2.5
COc1cccc(COC(=O)C(Cc2ccccc2)NC(=O)c2ccco2)c1 (configuration not stated)	26.9	3.3	2.2	x	2.6	x	x	x	-1.1
O=C(Nc1ccc2c(c1)OCCO2)c1cc(-c2ccccn2)nc2ccc(Br)cc12	10.6	5.3	10.0	0.0	-1.9	-5.8	-1.9	0.6	-3.8
CC(=O)c1sc(NC(=O)CN2C(=O)C3CC=CCC3C2=O)nc1-c1ccccc1 (configuration not stated)	-6.7	0.1	-5.9	0.5	11.0	-7.0	-10.2	0.7	-2.3
CCn1ncc(Br)c1C(=O)Nc1cc(C)ccc1F	-22.1	3.9	6.4	-1.8	-12.8	-11.2	0.6	-2.8	-4.3
COc1ccc(-c2noc(N3CCC(C(=O)Nc4ccccc4F)CC3)n2)cc1	-16.4	-1.3	3.0	-0.9	-7.5	2.9	0.4	-1.8	-3.5
CCN(CC)C(=O)c1sc(NC(=O)c2cccc([N+](=O)[O-])c2)c(C#N)c1C	7.0	5.2	6.2	0.9	-5.0	-5.4	-1.0	2.4	-1.4
O=C(NCCN1CCOCC1)c1sc2cc(Cl)ccc2c1Cl	-7.6	0.3	-1.7	7.1	-1.4	-12.5	-2.9	4.7	-7.5
O=C(c1ccccc1)N1N=C(c2ccccc2O)CC1c1ccccc1 (configuration not stated)	42.5	3.1	-3.4	1.1	6.8	-20.8	-8.2	3.0	-3.7
CC(C)(C)OC(=O)N1CCC(c2c(C(=O)NC3CC3)cnn2-c2ccc(Cl)cc2)CC1	-7.6	1.2	7.0	-1.0	-5.0	-29.7	3.5	-1.2	-2.3
CCN1C(C)=C(C)S/C1=C1\SC(=S)N(C2CCCCC2)C1=O	-2.9	9.9	4.6	0.5	-6.0	-11.9	-15.8	-1.4	-5.5
CCCCOn1c(C)c(C(=O)OCC)c2c3no[n+]([O-])c3ccc21	3.9	2.1	-0.1	0.2	-7.5	-2.5	-5.2	-0.9	-3.9
C#CCOCCOCCOCCNc1nc(N2CCN(C(=O)Cn3cc(CCO)nn3)CC2)nc(N2CCN(C(=O)Cn3cc(CC(C)O)nn3)CC2)n1 (configuration not stated)	21.6	6.4	0.8	x	1.5	x	x	x	-1.6
Cc1cccc(-c2nc3cc(NC(=O)C4CCCO4)ccc3o2)c1 (configuration not stated)	-17.9	4.1	6.1	1.2	-2.3	2.2	-0.5	0.5	0.6
COc1ccc2nc(NC(=O)Cn3cnc4ccccc4c3=O)sc2c1	-27.5	-0.5	4.3	1.0	-0.7	0.7	-1.2	1.9	-1.9
CN(c1ccccc1)S(=O)(=O)c1ccc2ccccc2c1	28.5	-1.6	-1.2	-1.8	1.1	-5.3	1.4	-1.6	-4.8
CCN(CC(=O)NCc1cccs1)C(=O)c1cccc(S(=O)(=O)Nc2ccc(OC)cc2)c1	-17.5	3.0	2.4	-0.8	-4.5	-21.8	-6.4	0.9	-1.1
Cc1ccc(-n2c(SCc3ccc(C#N)cc3)nnc2-c2ccccn2)cc1	-8.0	5.1	6.3	0.1	-6.3	-8.6	-7.2	-2.1	-3.8
COCCNC(=O)CCCn1c(=O)c2cc(OC)c(OC)cc2n(CC(=O)c2ccccc2)c1=O	2.2	0.5	4.3	0.8	-9.5	-7.7	-1.6	4.7	-3.2
C#CC1(O)CC(C)NCC1(C)CCC#N (configuration not stated)	-1.1	13.2	1.4	0.2	-6.3	1.6	-13.2	0.8	-1.7
COc1ccccc1CNC(=O)c1cc(C(C)C)nc2ccccc12	21.3	0.2	-4.6	-1.4	4.7	-15.6	-7.7	-0.7	-10.5
Cc1[nH]c2ccccc2c1-c1csc(NC(=O)CSCC(=O)O)n1	-21.6	-1.2	8.1	-0.1	-13.2	-9.1	-1.0	0.3	-3.2
COc1ccc(-c2nc3cc(C)c(Br)c(C)n3c2CC(C)(C)C)cc1OC	-43.5	-0.1	4.5	x	-10.6	x	x	x	-2.0
Cc1cc(O)c(Sc2ccccc2)c(=O)o1	-46.6	0.9	7.0	0.8	-8.8	-15.4	1.2	0.2	-2.9
Cc1ccc(Sc2ncccc2C(N)=O)cc1	-13.7	0.2	8.4	1.3	5.2	-0.1	0.6	0.3	-0.5
COc1cccc(/C=C2\SC(=S)N(CCC(=O)Nc3ccc(O)cc3)C2=O)c1	15.5	1.9	4.5	8.3	-5.5	-9.8	-10.9	1.5	-0.2
COCCCn1c(=O)c2ccccc2n(CC(=O)NC2CCCCC2)c1=O	3.7	0.9	15.0	-0.4	-17.6	-2.8	-3.2	-0.6	-4.5
